# T cruzi growth: T. cruzi proliferation inhibition. T. cruzi beta-gal in NIH3T3, GalScreen luminescence, 90 h. inhibition, % at 8.34 µM. 77,000 tested, 5.9% active. AID 624255;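 active means mean inhibition above about 93%, with at least 55% of replicates each passing it, limit read from the data, passing the limit was not always enough; inconclusive means only one of those two conditions holds; inactive means neither condition holds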
# GASC1 inh: KDM4C (human) demethylase inhibition | Q9H3R0 | GST-KDM4C 2-372, H3K9me3 peptide, LANCE TR-FRET | inhibition, % at 12.5 µM | 96,000 tested, 0.15% active | AID 720574;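 active means mean replicate inhibition above about 25%, with at least 55% of replicates also reaching it, limit read from the data, passing the limit was not always enough; inconclusive means only one of those two conditions met; inactive means neither condition met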
# Target sequence (Q9H3R0 2-372 limits assumed): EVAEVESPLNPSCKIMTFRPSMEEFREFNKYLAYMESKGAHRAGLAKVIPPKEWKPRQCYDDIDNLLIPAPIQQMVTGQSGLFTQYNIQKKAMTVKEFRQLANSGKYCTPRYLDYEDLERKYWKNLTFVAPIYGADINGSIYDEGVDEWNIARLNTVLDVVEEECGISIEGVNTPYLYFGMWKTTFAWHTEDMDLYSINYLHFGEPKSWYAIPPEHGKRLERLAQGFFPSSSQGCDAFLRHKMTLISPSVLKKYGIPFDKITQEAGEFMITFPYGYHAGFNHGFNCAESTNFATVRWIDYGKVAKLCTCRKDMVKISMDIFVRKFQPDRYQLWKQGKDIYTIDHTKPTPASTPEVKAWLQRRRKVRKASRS
#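 reagent = H3K9me3 peptide substrate, Fe(II), 2-oxoglutarate | system = GST-tagged GASC-1 (JMJD2C) catalytic fragment, aa 2-372 | amount = enzyme final amount 10 nM | read-out = Fall in 671/618 emission ratio as inhibition | medium = HEPES buffer, pH 7.5, plus ascorbate | schedule = 30 min reaction, 60 min detection, RT | measured by = LANCE TR-FRET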
# Pf Dd2 growth: inhibitors of Plasmodium falciparum Dd2 growth. P. falciparum Dd2 growth, SYBR Green, 72 h; stronger effect = lower value. activity change, % at 10 µM. 94,000 tested, 2.3% active. AID 1159554; in the data active means activity change below about -80%; inconclusive means no clear call, values can overlap the other calls
# C diff growth: C. difficile growth inhibition. Clostridium difficile clinical isolate growth, OD600, 24 h; stronger effect = lower value. growth activity, negative = inhibition, % at 16 µg/mL (by protocol). 86,000 tested, 0.25% active;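 active means mean growth activity at or below -80% and every replicate also at or below -80%; inconclusive means mean at or below -80% but some replicate above -80%; inactive means mean growth activity above -80%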;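 further: 0% = DMSO wells and -100% = levofloxacin 16 µg/mL wells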
# * = called active by the depositor; ? = inconclusive; · = no result given; & = joins results of further samples.
entry	Structure	T cruzi growth	GASC1 inh
1	CCNC(=O)c1cc2c(c(-c3cccc(-c4ccccc4F)c3)n1)[C@@H](CCO)N(C(=O)CC1CC1)C2	·	-3.2
2	CN(C)CC(=O)N[C@@H]1C[C@@H]2O[C@@H](CO)CC[C@@H]2O[C@@H]1CCc1ccc(C2=CCCCC2)cc1	·	·
3	CCC(=O)N1CCCCN2[C@H](CO)[C@H](c3ccc(/C=C/c4ccccc4)cc3)[C@@H]2C1	113*	-3.5
4	C[C@@H]1CCCCO[C@@H](CN(C)S(=O)(=O)c2ccc(Cl)cc2)[C@@H](C)CN([C@@H](C)CO)C(=O)c2cc(NC(=O)NC3CCCCC3)ccc2O1	47	5.7
5	COc1ccc(CN(C)C[C@H]2OCCCC[C@@H](C)Oc3ccc(NC(=O)Nc4ccccc4)cc3C(=O)N([C@H](C)CO)C[C@@H]2C)cc1	31	-1.8
6	Cc1ccc(S(=O)(=O)N(C)C[C@H]2OCCCC[C@H](C)Oc3ccc(NC(=O)CCC(F)(F)F)cc3C(=O)N([C@@H](C)CO)C[C@H]2C)cc1	·	0.5
7	C[C@@H]1CN([C@@H](C)CO)C(=O)Cc2cc(NS(=O)(=O)c3ccc(F)cc3)ccc2O[C@H]1CN(C)S(=O)(=O)c1ccc(F)cc1	36	0.6
8	CN(C)C(=O)c1cccc(-c2cccc(-c3nc(C(=O)NC4CCCCC4)cc4c3[C@@H](CCO)N([S@](=O)C(C)(C)C)C4)c2)c1	59	-1.3
9	Cc1ccc(S(=O)(=O)N(C)C[C@H]2OCCCC[C@H](C)Oc3ccc(NS(=O)(=O)c4cccs4)cc3C(=O)N([C@H](C)CO)C[C@@H]2C)cc1	68	-0.9
10	Cc1ccc(S(=O)(=O)N(C)C[C@H]2Oc3ccc(NC(=O)Nc4ccc(C(F)(F)F)cc4)cc3CC(=O)N([C@@H](C)CO)C[C@@H]2C)cc1	-4	-2.0

entry	Pf Dd2 growth	C diff growth
1	-77	66
2	-77	-3
3	20	-19
4	·	17
5	25	1
6	?	·
7	-38	4
8	-87*	·
9	-45	·
10	30	0

# An excerpt from above in order of molecular weight, high to low:
entry	Structure	T cruzi growth	GASC1 inh
9	Cc1ccc(S(=O)(=O)N(C)C[C@H]2OCCCC[C@H](C)Oc3ccc(NS(=O)(=O)c4cccs4)cc3C(=O)N([C@H](C)CO)C[C@@H]2C)cc1	68	-0.9
6	Cc1ccc(S(=O)(=O)N(C)C[C@H]2OCCCC[C@H](C)Oc3ccc(NC(=O)CCC(F)(F)F)cc3C(=O)N([C@@H](C)CO)C[C@H]2C)cc1	·	0.5
2	CN(C)CC(=O)N[C@@H]1C[C@@H]2O[C@@H](CO)CC[C@@H]2O[C@@H]1CCc1ccc(C2=CCCCC2)cc1	·	·

entry	Pf Dd2 growth	C diff growth
9	-45	·
6	?	·
2	-77	-3

# (more compounds)
entry	Structure	T cruzi growth	GASC1 inh
11	COc1ccc(S(=O)(=O)Nc2ccc3c(c2)C(=O)N([C@H](C)CO)C[C@@H](C)[C@H](CN(C)S(=O)(=O)c2ccccc2)OCCCC[C@@H](C)O3)cc1	·	-1.0
12	C[C@H](CO)N1C[C@H](C)[C@H](CN(C)C(=O)c2ccccc2)OCCCC[C@H](C)Oc2ccc(NC(=O)c3ccncc3)cc2C1=O	18	-0.2
13	C[C@H]1CN([C@@H](C)CO)C(=O)c2cccc(NS(=O)(=O)c3ccc(Cl)cc3)c2O[C@H]1CN(C)S(=O)(=O)c1ccc(F)cc1	23	1.1
14	CCCc1cn(CC[C@@H]2CC[C@H](NS(=O)(=O)c3ccccc3Cl)[C@@H](CO)O2)nn1	34	2.0
15	CN(C)C(=O)C[C@@H]1C[C@@H]2c3cc(NC(=O)CC4CC4)ccc3O[C@@H]2[C@H](CO)O1	-28	-1.6
16	CCCN(C)C[C@@H]1Oc2cc(-c3cccc(OC)c3)ccc2S(=O)(=O)N([C@@H](C)CO)C[C@@H]1C	83	7.1
17	C[C@@H]1CN([C@@H](C)CO)C(=O)Cc2cc(NS(=O)(=O)c3cccs3)ccc2O[C@@H]1CN(C)S(=O)(=O)c1ccc(Cl)cc1	·	1.4
18	COc1ccc(S(=O)(=O)N2CC[C@@H]3[C@H](CO)Nc4ccc(-c5ccc(C#N)cc5)cc4[C@@H]32)cc1	109*	7.0
19	Cn1cnc(S(=O)(=O)N2CC[C@@H]3[C@@H](CO)Nc4ccc(-c5cccc(F)c5)cc4[C@@H]32)c1	103*	-1.0
20	C[C@H](CO)N1C[C@H](C)[C@@H](CN(C)S(=O)(=O)c2cn(C)cn2)Oc2ccc(NC(=O)Cn3cnnn3)cc2C1=O	92	-0.3

entry	Pf Dd2 growth	C diff growth
11	-64	-8
12	·	0
13	35	6
14	-26	-3
15	22	·
16	-40	10
17	-6	-3
18	-54	0
19	15	-10
20	7	·

# Remaining list, next part:
entry	Structure	T cruzi growth	GASC1 inh
21	CN1C[C@H]2[C@@H](c3ccccc31)[C@H](CO)N2C(=O)C1CC1	21	1.3
22	CCCNC(=O)[C@H]1[C@H](CO)[C@H]2Cn3c(ccc(/C=C/c4ccccc4)c3=O)[C@@H]1N2C(C)=O	29	0.1
23	CCCC(=O)Nc1ccc2c(c1)C(=O)N(C)C[C@H](OC)[C@H](C)CN(CCC(F)(F)F)[C@@H](C)CO2	-20	1.7
24	COC(=O)C[C@H]1C[C@@H]2c3cc(NC(=O)c4cccnc4)ccc3O[C@@H]2[C@H](CO)O1	-16	0.0
25	O=C(N[C@@H]1CC[C@@H](CCNC(=O)C2CCCC2)O[C@@H]1CO)c1ccncc1	·	3.4
26	O=C(Nc1ccc(C(F)(F)F)cc1)N[C@@H]1CC[C@H](CCn2cc(C3(O)CCCC3)nn2)O[C@H]1CO	-13	1.9
27	O=C(C[C@H]1CC[C@H]2[C@@H](COC[C@@H](O)CN2C(=O)C2CC2)O1)NCc1ccncc1	70	1.4
28	C[C@@H]1CN([C@H](C)CO)S(=O)(=O)c2ccc(C#CCN(C)C)cc2O[C@H]1CN(C)C	54	4.7
29	O=C(C[C@@H]1CC[C@@H]2[C@H](COC[C@@H](O)CN2CCC(F)(F)F)O1)NCC1CC1	26	-0.8
30	CC(C)C#Cc1cnc2c(c1)C(=O)N([C@H](C)CO)C[C@@H](C)[C@@H](CN(C)C(=O)c1ccc3c(c1)OCO3)O2	47	-1.4

entry	Pf Dd2 growth	C diff growth
21	-11	-2
22	10	-2
23	-26	3
24	6	0
25	-5	-2
26	-32	29
27	5	4
28	9	0
29	11	·
30	0	7

# (cont.)
entry	Structure	T cruzi growth	GASC1 inh
31	CCCN(C)C[C@@H]1Oc2cc(C#C[C@H](C)O)ccc2S(=O)(=O)N([C@@H](C)CO)C[C@@H]1C	34	-1.4
32	CO[C@H]1CC[C@H]2CCN(C)C(=O)[C@@H](C)[C@@H](OC)CN(C)C(=O)c3cccc(C#N)c3OC[C@@H]1O2	-13	0.2
33	CO[C@H]1CN(C)C(=O)c2ccc(NC(=O)c3ccc4c(c3)OCO4)cc2OC[C@@H](C)N(CCC(F)(F)F)C[C@H]1C	54	-0.1
34	C[C@@H]1CN([C@H](C)CO)C(=O)c2cc(C3=CCCCC3)cnc2O[C@H]1CN(C)C(=O)Nc1cccc(F)c1	-84	-0.7
35	O=C(C[C@H]1CC[C@@H]2[C@H](COC[C@@H](O)CN2C(=O)c2ccccc2F)O1)NCc1ccc(F)cc1	63	0.8
36	O=C(Cc1cccnc1)N1CC(=O)N2[C@@H](CO)[C@@H](c3ccc(C#CC4CCCC4)cc3)[C@@H]2C1	·	-0.5
37	O=C(C[C@H]1C=C[C@@H](NC(=O)Nc2ccc(F)cc2)[C@H](CO)O1)NCc1cccc(F)c1	·	-0.7
38	CNC[C@@H]1Oc2c(NC(=O)C3CCCCC3)cccc2C(=O)N([C@@H](C)CO)C[C@@H]1C	-25	1.2
39	COc1ccc(S(=O)(=O)N(C)C[C@@H]2Oc3c(NC(=O)NC(C)C)cccc3C(=O)N([C@H](C)CO)C[C@@H]2C)cc1	-22	-1.5
40	COc1ccc(CN(C)C[C@H]2Oc3c(NS(=O)(=O)c4cn(C)cn4)cccc3C(=O)N([C@@H](C)CO)C[C@H]2C)cc1	9	-0.9

entry	Pf Dd2 growth	C diff growth
31	-37	-2
32	26	·
33	-5	·
34	17	-5
35	0	·
36	0	-15
37	·	-1
38	32	16
39	-9	0
40	27	-3

# Following part.
entry	Structure	T cruzi growth	GASC1 inh
41	COc1ccc(C#Cc2ccc([C@@H]3[C@@H](CO)N4CCCCN(S(=O)(=O)c5ccccc5)C[C@@H]34)cc2)cc1	71	·
42	O=C(c1cccc(F)c1)N1CCCCN2[C@H](CO)[C@H](c3ccc(C#CC4(O)CCCC4)cc3)[C@@H]2C1	?	-0.5
43	C[C@H]1CN([C@@H](C)CO)S(=O)(=O)c2ccc(-c3ccc(C#N)cc3)cc2O[C@@H]1CN(C)C(=O)C1CC1	52	-0.6
44	CN(C)CCCNC(=O)C[C@@H]1CC[C@H]2[C@@H](COC[C@@H](O)CN2CC2CCCCC2)O1	·	1.7
45	CN(C)CC(=O)N1[C@H](CO)[C@@H](c2ccccc2)C12CN(C(=O)C1CCCC1)C2	·	0.4
46	CCC(=O)N1CCCCN2[C@H](CO)[C@@H](c3ccc(-c4cccc(C#N)c4)cc3)[C@@H]2C1	12	-0.3
47	O=C(C[C@H]1C[C@@H]2c3cc(NC(=O)c4cccnc4)ccc3O[C@@H]2[C@@H](CO)O1)NCc1ccccn1	·	1.4
48	COc1ccc(-c2ccc3c(c2)[C@@H]2[C@@H](CCN2C(=O)c2cccc(F)c2)[C@H](CO)N3)cc1	30	-0.9
49	COc1cccc(NC(=O)N(C)C[C@H]2Oc3ncc(C#Cc4ccncc4)cc3C(=O)N([C@@H](C)CO)C[C@@H]2C)c1	·	-0.1
50	C/C=C/c1ccc2c(c1)O[C@H](CN(C)C(=O)CC1CC1)[C@H](C)CN([C@@H](C)CO)S2(=O)=O	75	-2.8

entry	Pf Dd2 growth	C diff growth
41	4	-7
42	3	-3
43	-16	-3
44	0	4
45	39	-2
46	22	-1
47	9	-8
48	-36	29
49	26	-6
50	0	-3

# The list goes on.
entry	Structure	T cruzi growth	GASC1 inh
51	CCCN(C[C@H]1N[C@H](CO)[C@@H]1c1ccc(-c2cccnc2)cc1)C(C)=O	17&9	-0.2
52	CCC(=O)N[C@H]1CC[C@@H](CC(=O)NCc2ccccc2OC)O[C@H]1CO	-17	0.2
53	O=C(CCN1CCCCC1)N[C@@H]1CC[C@@H](CCNS(=O)(=O)c2ccc(F)cc2)O[C@@H]1CO	-18	-0.7
54	O=C(NC1CCCC1)[C@@H]1[C@@H](CO)[C@@H]2Cn3c(ccc(-c4cccnc4)c3=O)[C@@H]2N1CC1CC1	77	12
55	C[C@@H]1CN([C@H](C)CO)C(=O)c2cc(NC(=O)NC3CCCCC3)ccc2O[C@@H](C)CCCCO[C@@H]1CN(C)Cc1ccccc1	113*	0.3

entry	Pf Dd2 growth	C diff growth
51	15&-1	-4&-3
52	-4	4
53	19	3
54	-12	-1
55	-47	0

# In the list so far, these have an aryl methoxy group:
entry	Structure	T cruzi growth	GASC1 inh
5	COc1ccc(CN(C)C[C@H]2OCCCC[C@@H](C)Oc3ccc(NC(=O)Nc4ccccc4)cc3C(=O)N([C@H](C)CO)C[C@@H]2C)cc1	31	-1.8
11	COc1ccc(S(=O)(=O)Nc2ccc3c(c2)C(=O)N([C@H](C)CO)C[C@@H](C)[C@H](CN(C)S(=O)(=O)c2ccccc2)OCCCC[C@@H](C)O3)cc1	·	-1.0
16	CCCN(C)C[C@@H]1Oc2cc(-c3cccc(OC)c3)ccc2S(=O)(=O)N([C@@H](C)CO)C[C@@H]1C	83	7.1
18	COc1ccc(S(=O)(=O)N2CC[C@@H]3[C@H](CO)Nc4ccc(-c5ccc(C#N)cc5)cc4[C@@H]32)cc1	109*	7.0
39	COc1ccc(S(=O)(=O)N(C)C[C@@H]2Oc3c(NC(=O)NC(C)C)cccc3C(=O)N([C@H](C)CO)C[C@@H]2C)cc1	-22	-1.5
40	COc1ccc(CN(C)C[C@H]2Oc3c(NS(=O)(=O)c4cn(C)cn4)cccc3C(=O)N([C@@H](C)CO)C[C@H]2C)cc1	9	-0.9
41	COc1ccc(C#Cc2ccc([C@@H]3[C@@H](CO)N4CCCCN(S(=O)(=O)c5ccccc5)C[C@@H]34)cc2)cc1	71	·
48	COc1ccc(-c2ccc3c(c2)[C@@H]2[C@@H](CCN2C(=O)c2cccc(F)c2)[C@H](CO)N3)cc1	30	-0.9
49	COc1cccc(NC(=O)N(C)C[C@H]2Oc3ncc(C#Cc4ccncc4)cc3C(=O)N([C@@H](C)CO)C[C@@H]2C)c1	·	-0.1
52	CCC(=O)N[C@H]1CC[C@@H](CC(=O)NCc2ccccc2OC)O[C@H]1CO	-17	0.2

entry	Pf Dd2 growth	C diff growth
5	25	1
11	-64	-8
16	-40	10
18	-54	0
39	-9	0
40	27	-3
41	4	-7
48	-36	29
49	26	-6
52	-4	4
